High-throughput results as filed in PubChem BioAssay.
NTR1 agonist: agonists of NTR1, primary screen, imaging, U2OS cells, beta-arrestin-GFP, high content (AID 493036) | NTR1-U2OS beta-arrestin-GFP spot imaging, agonist mode | 330,000 compounds, 0.17% hits | activation, % at 20 µM | Neurotensin receptor type 1 (Homo sapiens), P30989;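 active = activation at or above 40% of the spot to cytoplasm intensity ratio, with at least 20 cells analyzed; inconclusive = wells under 20 cells, flagged as cytotoxic or low count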;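 note: 0% = DMSO without peptide and 100% = 100 nM NTR1 peptide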
Target sequence (P30989 whole entry, looked up): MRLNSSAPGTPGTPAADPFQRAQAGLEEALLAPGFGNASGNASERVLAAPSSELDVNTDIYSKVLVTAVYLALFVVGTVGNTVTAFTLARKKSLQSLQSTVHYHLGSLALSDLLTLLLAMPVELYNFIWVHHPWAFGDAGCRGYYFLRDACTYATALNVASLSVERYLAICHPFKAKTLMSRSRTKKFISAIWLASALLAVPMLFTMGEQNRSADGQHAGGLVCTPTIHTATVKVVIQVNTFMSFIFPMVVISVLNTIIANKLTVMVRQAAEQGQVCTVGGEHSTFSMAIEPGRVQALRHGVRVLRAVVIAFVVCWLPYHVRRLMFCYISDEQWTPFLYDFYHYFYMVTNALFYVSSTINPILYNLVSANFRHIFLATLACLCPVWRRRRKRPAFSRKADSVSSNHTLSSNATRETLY
GPR55 antagonists: GPR55 antagonists blocking LPI-driven arrestin recruitment, primary screen, imaging, U2OS, beta-arrestin-GFP, LPI agonist (AID 2013); G-protein coupled receptor 55 (Homo sapiens); inhibition, % at 10 µM, or IC50 in µM where a hit was titrated; U2OS GPR55 beta-arrestin-GFP translocation imaging, LPI antagonism; higher % means a stronger effect; 290,000 compounds, 0.13% hits;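 active = spots per cell inhibited over 60%, with over 100 cells counted and total cytoplasm intensity under 500,000; inconclusive = wells with under 100 cells, flagged as likely toxic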;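 note: U2OS cells stably carrying GPR55 and arrestin-GFP stimulated by 5 µM LPI near EC80; imaged beta-arrestin-GFP aggregate spots per cell after agonist stimulation; plate controls were LPI-stimulated DMSO wells for no effect and DMSO wells without LPI for full effect; some results filed as inactive read as strong as hits; confirmed hits need IC50 under 10 µM and bright autofluorescent wells are also inconclusive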
LYP inhibition: inhibitors of LYP phosphatase, biochemical, fluorescence intensity, uHTS (AID 1779) | 290,000 compounds, 0.054% hits | Tyrosine-protein phosphatase non-receptor type 22 (Homo sapiens) | one-dose inhibition, % at 11.5 µM; IC50 in µM for titrated hits | recombinant LYP phosphatase, fluorescence intensity; higher % means a stronger effect; in the data active = inhibition above about 50%;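 note: plate controls were vehicle with enzyme for no effect and no enzyme for full effect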
GPR55 activation: GPR55 agonists via beta-arrestin recruitment, primary screen, imaging, U2OS cells, beta-arrestin-GFP redistribution (AID 1961). G-protein coupled receptor 55 (Homo sapiens). U2OS GPR55 beta-arrestin-GFP redistribution imaging; higher % means a stronger effect. one-dose activation, % at 10 µM; EC50 in µM for titrated hits. 290,000 compounds, 0.048% hits;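 active = activation above 40% with more than 50 cells counted in the well; inconclusive = wells holding fewer than 50 cells, flagged as toxic or sparse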;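 note: U2OS osteosarcoma cells stably expressing GPR55 and beta-arrestin-GFP; plate controls were DMSO negative control for no effect and LPI positive control for full effect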
T cell modulator: modulators of CD8 T cell-vesicle binding, primary screen, mouse 2C CD8+ T cells, flow cytometry; 2C CD8+ T cell-vesicle binding; active compounds read low; AID 2052, 2009; 330,000 compounds, 0.068% hits; calls only at 7 µM;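 active = response, share of CD8 T cells binding vesicles, and their 90th percentile fluorescence all below set limits, cut at about 80% in these data, passing the limit was not always enough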
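Read-out – percent CD8+ FL2 mean versus row control · System – murine 2C transgenic CD8+ T lymphocytes · Times – 1.5 h cell–vesicle binding at 37 °C, then 20 min icy labelling · Control set – naked vesicles low, QL9 vesicles with vehicle high · Detection – cytometric PE anti-B7-1 and Alexa647 anti-CD8 signals after 1% paraformaldehyde fixation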
GPR35 arrestin U2OS: GPR35 antagonists blocking zaprinast-driven arrestin recruitment, primary screen, imaging, U2OS, beta-arrestin-GFP, zaprinast agonist (AID 2058) | G-protein coupled receptor 35 (Homo sapiens) | U2OS GPR35 beta-arrestin-GFP translocation imaging, zaprinast antagonism; higher % means a stronger effect | inhibition, % at 10 µM, or IC50 in µM where a hit was titrated | 290,000 compounds, 0.052% hits;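 active = inhibition of at least 50% with at least 30 cells and total cytoplasm GFP at most 10,000,000; inconclusive = under 30 cells or total GFP of 10,000,000 plus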
MgcRacGAP inhibition: MgcRacGAP GTPase-activating activity inhibitors, confirmation, biochemical, ADP Hunter fluorescence. Rac GTPase-activating protein 1 (Homo sapiens). inhibition, % at 30 µM; hits with a dose series show IC50 in µM. 340,000 compounds, 0.6% hits. MgcRacGAP-stimulated Rac1 GTP hydrolysis, ADP Hunter fluorescence; higher % means a stronger effect; GST-tagged Rac1 F28L mutant substrate. AID 624330, 2012;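 active = first-screen hits whose inhibition reached a set limit at any dose in the follow-up dose series; inconclusive = inhibition above the set first-screen limit but never retested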;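 note: fluorescence reports GDP produced by GAP-driven GTP hydrolysis; strong numbers were not always called active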
Hep lipid drop: inhibitors of hepatocyte lipid droplet formation, primary screen, imaging, high-throughput imaging, BODIPY stain; AML12 mouse hepatocytes, oleate lipid droplets; inhibition, % at 6.5 µM; 240,000 compounds, 0.4% hits; AID 1656, 2009;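 active = lipid droplet intensity inhibited by at least 50%, with more than 500 cells counted; inconclusive = wells with under 300 cells, treated as cytotoxic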
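Assay system: AML12 mouse liver cells | Compound dosing: One dose, 6.5 µM compound | Read-out basis: Droplet intensity reduction, % inhibition | Measured by: Fluorescence imaging, 20x objective, two fields per well | Schedule: Overnight treatment with compound plus oleate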
SV40 large T antigen: SV40 large T antigen inhibitors, biochemical (AID 1903); inhibition, % at 20 µM; hits with a dose series show IC50 in µM; 310,000 compounds, 0.39% hits; SV40 large T antigen ATPase/helicase inhibition assay; higher % means a stronger effect; in the data active = a potency from the dose series; inconclusive = inhibition mostly from about 32% at the one dose, without a potency; inactive = the rest, 99 in 100 with inhibition below about 32%; note: strong numbers were not always called active
Hep lipid drop cells 6.5 µM: second read-out of Hep lipid drop, no call of its own (marks repeat the call); cell count; measured here: cell count, cytotoxicity flag;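 cells counted across two imaged fields per well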
T cell modulator vesicle-bound %: second read-out of T cell modulator, no call of its own (marks repeat the call); double positive events, %; measured here: CD8+ vesicle-bound cell fraction;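 binding gate set so that unloaded-vesicle control wells show 10% double positive cells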
NTR1 agonist cell count 20 µM: recorded beside NTR1 agonist, whose call it bears; cell count; measured here: cell count, cytotoxicity flag
The depositor's hits bear a star; i = inactive; ? = inconclusive; nt = not tested or not shown.

SMILES	NTR1 agonist	NTR1 agonist cell count 20 µM	GPR55 antagonists	LYP inhibition	GPR55 activation	T cell modulator	T cell modulator vesicle-bound %	GPR35 arrestin U2OS	MgcRacGAP inhibition	Hep lipid drop	Hep lipid drop cells 6.5 µM	SV40 large T antigen
O=C(Nc1ccc(F)cc1)c1cc2c(s1)CCCC2	2.0	44	-10.8%	-0.2%	-0.3%	i	36.7	13.5%	nt	-1.0	763	8.5%
NC(=S)N/N=C/c1coc2cc(Cl)ccc2c1=O	0.4	62	4.3%	-2.3%	-0.1%	i	41.1	5.0%	5.2%	-0.6	645	1.1%
N/C(=N\OC(=O)c1ccccc1)c1ccncc1	-0.6	92	-7.7%	4.1%	0.1%	i	44.8	-12.8%	1.1%	-15.8	666	7.6%
CC(=O)C(N=Nc1ccccc1)(Sc1nnc(-c2ccccc2)n1-c1ccccc1)C(C)=O	5.3	91	-9.3%	0.8%	0.3%	i	36.7	-13.3%	5.1%	nt	nt	1.8%
CCN(CCn1cccn1)C(=O)c1ccc2nc(Cc3ccc(OC)cc3)oc2c1	2.5	51	2.7%	-8.9%	0.3%	i	16.9	8.1%	-0.4%	-16.8	736	nt
COc1cccc(-c2noc(CCC(=O)NCCc3ccccc3)n2)c1	1.8	111	3.1%	-1.4%	-0.2%	i	12.3	6.4%	13.1%	-7.1	774	1.6%
O=[N+]([O-])c1cc(/C=N\Nc2nccs2)ccc1O	nt	nt	0.4%	12.4%	-0.1%	nt	nt	-22.6%	nt	-5.7	727	?
COC(=O)CSc1[nH]c2ccccc2c1[N+](=O)[O-]	4.4	55	0.5%	3.2%	0.6%	i	37.1	-10.8%	24.9%	3.1	644	17.3%
COC(=O)CC1NCCc2cc(OC)c(OC)cc21 (centres undefined)	-0.4	42	5.6%	-2.4%	0.2%	i	45.2	-4.9%	4.0%	0.5	635	13.2%
O=S(=O)(c1ccc(NC(=S)N/N=C/c2ccc(N3CCOCC3)cc2)cc1)N1CCOCC1	3.0	53	1.8%	-2.5%	-0.4%	i	43.2	-9.0%	6.9%	13.4	635	22.6%
Cc1cccc(N2CCN(C(=O)CCn3c(=O)[nH]c4ccccc4c3=O)CC2)c1C	3.1	82	-6.5%	1.7%	-0.1%	i	18.9	-1.3%	6.3%	nt	nt	10.7%
O=C(O)c1sccc1NC(=O)c1c(Cl)cccc1Cl	1.3	75	11.2%	-5.7%	0.0%	i	59.1	5.8%	nt	-1.5	853	3.6%
COc1ccc(NC(=O)CN(C)S(=O)(=O)c2ccc(Br)s2)cc1	8.2	38	-6.9%	-2.1%	0.3%	i	12.8	10.9%	-1.8%	1.4	847	4.5%
C=CCC1(C#N)C(=S)NC2=C(C(=O)CC(C)(C)C2)C1c1ccc(Br)cc1 (centres undefined)	6.4	40	8.2%	0.7%	-0.1%	i	43.0	3.0%	6.1%	-1.9	576	-1.1%
COc1cc(OC)c(Nc2cc(C)nc3nc(C)nn23)cc1Cl	2.7	54	11.4%	0.6%	-0.3%	i	40.1	-12.1%	-4.6%	6.0	618	1.3%
Cc1ncc([N+](=O)[O-])n1CC(=O)NCCc1ccccc1	0.3	29	10.3%	0.1%	-0.5%	i	11.9	-1.8%	5.4%	14.2	659	6.2%
N#CCCn1cc(C(CC(=O)c2ccccc2)C(=O)O)c2ccccc21 (centres undefined)	-5.4	65	8.6%	-3.9%	0.1%	i	40.3	20.0%	2.8%	-0.1	700	-11.8%
O=C(COC(=O)c1ccc2ncsc2c1)NC(=O)NCc1ccccc1	1.8	36	10.1%	-2.8%	-0.2%	i	22.8	5.3%	5.1%	11.8	636	7.7%
CC(=Nc1ccc(C)c(C)c1)C1=C(O)CCC1=O	-0.5	43	-20.0%	-1.9%	-0.2%	i	64.5	5.6%	9.0%	-1.8	799	9.6%
O=C(CN1C(=O)NC2(CCCC2)C1=O)Nc1ccc(C(F)(F)F)cc1	-0.1	48	-6.2%	-4.9%	nt	i	18.9	-6.8%	0.1%	nt	nt	4.8%

The last two records of the part above come first, to join the parts:
SMILES	NTR1 agonist	NTR1 agonist cell count 20 µM	GPR55 antagonists	LYP inhibition	GPR55 activation	T cell modulator	T cell modulator vesicle-bound %	GPR35 arrestin U2OS	MgcRacGAP inhibition	Hep lipid drop	Hep lipid drop cells 6.5 µM	SV40 large T antigen
CC(=Nc1ccc(C)c(C)c1)C1=C(O)CCC1=O	-0.5	43	-20.0%	-1.9%	-0.2%	i	64.5	5.6%	9.0%	-1.8	799	9.6%
O=C(CN1C(=O)NC2(CCCC2)C1=O)Nc1ccc(C(F)(F)F)cc1	-0.1	48	-6.2%	-4.9%	nt	i	18.9	-6.8%	0.1%	nt	nt	4.8%
NS(=O)(=O)c1ccc(Nc2ccccc2)c([N+](=O)[O-])c1	0.1	59	-2.5%	-1.8%	0.0%	i	9.0	9.4%	1.4%	-8.4	754	4.0%
O=C(c1ccccc1C(=O)N1CCN(c2ccc(F)cc2)CC1)N1CCN(c2ccc(F)cc2)CC1	-0.9	87	-2.9%	-1.8%	-0.1%	i	20.1	0.1%	2.0%	-1.5	714	3.2%
C#CCNC(=O)c1ccc(OCc2ccccc2)cc1Cl	-0.4	43	-0.2%	-7.7%	-0.2%	i	33.4	7.6%	6.2%	0.3	696	5.7%
COc1ccc(/C=N\NC(=O)c2ccc([N+](=O)[O-])c(C)c2)cc1COc1ccccc1C(N)=O	2.0	71	-18.2%	-0.6%	-0.1%	i	62.3	-4.7%	6.6%	-56.7	580	7.3%
Cc1cccc(C)c1NC(=O)Cn1c(=O)n(CCCC(=O)NC2CCN(Cc3ccccc3)CC2)c(=O)c2ccccc21	0.4	60	10.7%	-5.3%	-0.2%	i	34.7	5.4%	8.2%	-1.5	825	7.7%
COC(=O)c1cc2ccccc2c(=O)s1	-1.0	23	-3.8%	-3.4%	-0.4%	i	47.6	4.1%	16.9%	2.3	684	-3.2%
CC(C(=O)Nc1cc([N+](=O)[O-])ccc1Cl)N1CCN(c2ccccc2)CC1 (centres undefined)	1.1	81	9.5%	-3.8%	0.2%	i	64.4	-3.6%	12.9%	-1.7	675	21.2%
Cc1ccc(S(=O)(=O)Nc2ccc(S(=O)(=O)NC(C)(C)C)cc2)cc1	-0.5	82	3.2%	-0.4%	0.0%	i	28.7	8.8%	4.8%	3.5	791	5.8%
Cc1cccc(NC(=O)C2CCCN(S(=O)(=O)c3ccc4[nH]c(=O)ccc4c3)C2)c1 (centres undefined)	-1.7	44	-3.1%	-10.2%	0.5%	i	39.4	8.6%	11.5%	-5.0	785	nt
O=C(OCC(=O)N1CCN(C(=O)c2ccco2)CC1)c1ccccc1C(=O)c1ccccc1	0.3	36	1.4%	-6.5%	0.1%	i	9.4	-7.9%	9.2%	nt	nt	10.2%
COC(=O)[C@@]1(Cc2ccc(F)cc2)[C@H]2c3cc(C(=O)N(C)C)n(Cc4ccccc4)c3C[C@H]2CN1C(=O)c1ccccc1	3.7	50	14.0%	4.7%	-0.1%	i	53.3	-11.7%	nt	nt	nt	12.7%
Fc1ccccc1Sc1ccccc1CNC1=NCCN1	-0.8	75	0.4%	-6.2%	0.2%	i	5.2	6.9%	8.8%	-9.2	717	8.2%
COc1cccc(-c2nn(C)c3sc(C(=O)NCc4ccco4)cc23)c1	3.4	56	9.7%	5.0%	-0.1%	i	62.4	11.6%	10.0%	11.0	745	16.5%
O=C(NCCc1ccccc1)C1CCCN1C(=O)Nc1ccc(F)cc1 (centres undefined)	-1.2	80	-4.3%	0.9%	0.1%	i	28.7	1.5%	8.0%	nt	nt	15.2%
CCn1c(SCc2ccc(C)cc2)nnc1C1CCN(S(=O)(=O)c2ccc(OC)cc2)CC1	0.5	97	10.0%	-2.4%	-0.2%	i	35.2	1.4%	9.9%	nt	nt	5.4%
COc1cc2c(C(=O)N3CCN(c4ccccc4C)CC3)c(C)oc2cc1Br	14.5	55	13.3%	13.6%	0.2%	i	39.0	10.3%	16.4%	nt	nt	9.0%
CCn1ccnc1CNC(=O)CC1C(=O)NCCN1Cc1ccc(OC)cc1OC (centres undefined)	0.1	65	3.7%	-5.7%	-0.3%	i	21.3	9.1%	-1.2%	-1.2	713	8.3%
CN(C)c1nc(N)c([N+](=O)[O-])c(N2CCCCCC2)n1	-0.2	119	4.7%	-6.6%	0.0%	i	13.7	-5.5%	0.1%	5.6	793	2.2%
COc1ccc(NC(=O)c2nn(C34CC5CC(CC(C5)C3)C4)cc2[N+](=O)[O-])cc1	2.7	56	-2.8%	2.0%	-0.6%	i	35.7	5.9%	4.3%	18.5	666	-3.3%
CC(C)(C)OC(=O)N[C@@H](Cc1ccccc1)c1nnc(SCC(=O)c2ccc(Cl)cc2)o1	5.4	77	6.4%	2.4%	-0.1%	i	2.8	6.1%	7.5%	-11.5	758	4.9%

Four entries already listed, arranged by the number in T cell modulator vesicle-bound %, descending:
mol	T cell modulator vesicle-bound %
COc1ccc(/C=N\NC(=O)c2ccc([N+](=O)[O-])c(C)c2)cc1COc1ccccc1C(N)=O	62.3
C#CCNC(=O)c1ccc(OCc2ccccc2)cc1Cl	33.4
O=C(CN1C(=O)NC2(CCCC2)C1=O)Nc1ccc(C(F)(F)F)cc1	18.9
O=C(OCC(=O)N1CCN(C(=O)c2ccco2)CC1)c1ccccc1C(=O)c1ccccc1	9.4
